M. tuberculosis GlmU: inhibition of mycobacterial GlmU enzyme – biochemical, glucosamine-1-phosphate acetyltransferase (AID 1376); M. tuberculosis GlmU acetyltransferase enzyme assay; higher % means a stronger effect; one-dose inhibition, %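 (tested at 30 µM in the primary screen)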; IC50 in µM for titrated hits; actives 0.25% (n = 220,000); in the data active = inhibition above about 13%;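 also: 0% = complete reaction with vehicle and 100% = reaction without substrate; strong numbers were not always called active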
RmlCD inh 1536: M. tuberculosis RmlC/RmlD inhibition. AID 1533. RmlC+RmlD coupled enzyme assay, percent inhibition; primary screen in compound mixtures. actives 0.03% (n = 160,000). P9WH09+P9WH11. inhibition, % at 3.6 µM; in the data active = inhibition mostly above about 34%, no sharp cut-off; also: some results filed as inactive read as strong as hits
Target sequence (P9WH09 whole entry, looked up): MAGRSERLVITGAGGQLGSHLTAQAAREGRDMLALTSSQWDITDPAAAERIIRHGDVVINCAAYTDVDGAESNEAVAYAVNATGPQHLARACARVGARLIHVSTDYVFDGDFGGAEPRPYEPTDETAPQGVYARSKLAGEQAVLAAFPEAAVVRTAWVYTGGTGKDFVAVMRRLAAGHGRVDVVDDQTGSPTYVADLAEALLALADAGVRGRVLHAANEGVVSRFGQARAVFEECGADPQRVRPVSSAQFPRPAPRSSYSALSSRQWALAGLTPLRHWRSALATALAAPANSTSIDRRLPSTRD
Target sequence (P9WH11 whole entry, looked up): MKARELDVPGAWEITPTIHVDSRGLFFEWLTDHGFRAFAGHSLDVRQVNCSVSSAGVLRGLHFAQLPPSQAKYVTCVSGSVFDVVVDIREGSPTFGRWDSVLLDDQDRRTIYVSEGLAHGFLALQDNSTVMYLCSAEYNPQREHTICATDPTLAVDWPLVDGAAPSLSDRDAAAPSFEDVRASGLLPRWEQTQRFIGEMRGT
An asterisk follows results filed as active; / = not tested or not shown.

SMILES	M. tuberculosis GlmU	RmlCD inh 1536
CCn1cc(C(=O)NCc2ccc3c(c2)OCO3)c(=O)c2cc(F)c(N3CCN(C)CC3)cc21	-5.2%	-3
COc1cc(NC(=O)C(=O)NCCN(C)C)c(OC)cc1Cl	-4.8%	3
COc1ccc(NC(=O)Cc2ccc(C)cc2)c([N+](=O)[O-])c1	-2.1%	7
O=C1CSC(c2cccc([N+](=O)[O-])c2)N1c1c(F)cccc1F (stereo unspecified)	6.0%	6
O=c1c2ccccc2nnn1CSc1nnc(-c2cccs2)n1Cc1ccccc1	-3.0%	3
N#CC(C#N)=C1C=CC=CN1/C(=C\c1ccco1)C(=O)c1ccc(Cl)cc1	-6.6%	/
CCCCNS(=O)(=O)c1ccc2nc(-c3cccnc3)cc(C(=O)NC3CCCC3)c2c1	-0.3%	-14
CC(=NCCCN1CCOCC1)c1c(O)[nH]c(=O)[nH]c1=O	6.3%	/
Cc1ccc(C(=O)NCC(=O)N/N=C/c2cccs2)cc1C	5.8%	-8
C=CCN(C(=O)C1=NN(C2CCS(=O)(=O)C2)C(=O)CC1)c1nc(-c2ccc([N+](=O)[O-])cc2)cs1 (stereo unspecified)	-3.3%	/
CCOC(=O)c1cnc(-n2nc(C)cc2C)nc1Nc1ccc(O)cc1	60%	5
COC(=O)C1=C(C)N=c2s/c(=C/c3ccoc3)c(=O)n2C1c1ccccc1 (stereo unspecified)	-9.9%	/
CCOC(=O)/C(CCC[N+](C)(CC)CC)=N\O	1.0%	/
Cc1cc(SCC(=O)Nc2cccc(S(=O)(=O)N3CCOCC3)c2)nc2ccccc12	-4.3%	1
O=C(c1ccc(F)cc1Cl)N(c1ccccn1)C1CCCCC1	-0.9%	-13
CN1CCN(S(=O)(=O)c2ccc(=O)[nH]c2)CC1	2.9%	7
O=C(CCl)N(c1ccccc1)c1c[nH]c2ccccc12	-1.6%	/
Cc1cc(C(=O)N/N=C/c2cc(Br)cc(Br)c2OC(=O)c2ccccc2)n[nH]1	-2.6%	56
COC(=O)Cc1cn(-c2ncc(C(F)(F)F)cc2Cl)c2ccccc12	8.7%	/
CC1CCc2nn(CC(=O)Nc3c(F)cc(F)cc3Br)cc2C1 (stereo unspecified)	-3.0%	-10
O=C(Nc1ccc(F)cc1)Nc1cc(OCC(F)(F)F)cc(OCC(F)(F)F)c1	-3.3%	-26
NC1=NC[C@@H](Cc2ccc(O)cc2)N1CCc1cccc(F)c1	1.7%	-8
CCN(CC)S(=O)(=O)c1cccc(C(=O)N/N=C/c2ccc(OC)c(O)c2)c1	-2.0%	-7
O=C(ONC1=NCCCCC1)c1c(F)cccc1F	-2.8%	101
CCC(=O)Nc1cc(OC)c(NC(=O)c2ccccc2)cc1OC	0.9%	/
COC(=O)c1ccc(CSc2nc3sc(C)c(C)c3c(=O)[nH]2)cc1	4.8%	/
COc1ccc(N2Cc3ccccc3C2)cc1Cl	-5.5%	-4
CCCOc1ccc(/C=c2\sc3ncnn3c2=O)cc1	0.3%	1
CC(CCn1cccn1)NC(=O)CCc1nnc(C2CCCCC2)o1 (stereo unspecified)	-2.7%	/
C=CCNC(=O)c1onc(CSc2ccc(F)c(F)c2)c1C(=O)O	-0.4%	/
Cc1cc(C)n2ncc(C(=O)Nc3ccc(Cl)c(Cl)c3)c2n1	6.8%	8
Cc1ccc(S(=O)(=O)NCc2cn3c(C)csc3n2)cc1	0.5%	4
O=C(COC(=O)c1ccncc1)NC(=O)C1CCCCC1	-2.8%	33
Cc1onc(-c2c(Cl)cccc2Cl)c1NC(=O)N(C)N	-4.1%	-2
CCOC(=O)COC(=O)c1ccc(Oc2cc(C)nc(SC)n2)cc1	5.4%	-10
OC1(c2ccc(Cl)cc2)CCN(Cc2cn[nH]c2-c2ccc(F)cc2)CC1	-4.3%	2
CCC1CCCCN1c1nc2c(C=O)c(C)nn2c2ccccc12 (stereo unspecified)	0.2%	/
Nc1[nH]n(-c2ccccc2)c(=O)c1N=Nc1ccc2ncsc2c1	6.9%	33
Cc1ccc2occ(CN3CC4CC(C3)c3cccc(=O)n3C4)c(=O)c2c1 (stereo unspecified)	-1.8%	3
CN1CCN(C2=C(Cl)C(=O)N(Cc3ccccc3)C2=O)CC1	-1.9%	2
O=C(Nc1cccs1)Nc1ccccc1Cl	-6.0%	9
COc1cccc(-c2cc(N)nn2C(=O)Nc2ccc(Cl)cc2)c1	-3.1%	-8
O=C(OC1CCCCC1=O)c1cc(=O)c2ccccc2o1 (stereo unspecified)	0.7%	/
COc1ccc(N(CC(=O)Nc2ccc(S(=O)(=O)N3CCOCC3)cc2)S(=O)(=O)c2ccc(F)cc2)cc1	1.1%	/
CC(=O)C1=C(O)CC(c2ccccc2)CC1=NCCc1c(C)[nH]c2ccc(C)cc12 (stereo unspecified)	-8.5%	/

As entered above.
Value for Cc1cc(C)n2ncc(C(=O)Nc3ccc(Cl)c(Cl)c3)c2n1 in RmlCD inh 1536: 8
Value for COc1ccc(N(CC(=O)Nc2ccc(S(=O)(=O)N3CCOCC3)cc2)S(=O)(=O)c2ccc(F)cc2)cc1 in M. tuberculosis GlmU: 1.1%
Value for O=C(OC1CCCCC1=O)c1cc(=O)c2ccccc2o1 (stereo unspecified) in M. tuberculosis GlmU: 0.7%
Value for O=C(Nc1cccs1)Nc1ccccc1Cl in RmlCD inh 1536: 9
Value for CCC1CCCCN1c1nc2c(C=O)c(C)nn2c2ccccc12 (stereo unspecified) in M. tuberculosis GlmU: 0.2%
Value for Cc1ccc2occ(CN3CC4CC(C3)c3cccc(=O)n3C4)c(=O)c2c1 (stereo unspecified) in RmlCD inh 1536: 3

Returning to the listing; the four compounds before the break are reprinted first.
SMILES	M. tuberculosis GlmU	RmlCD inh 1536
COc1cccc(-c2cc(N)nn2C(=O)Nc2ccc(Cl)cc2)c1	-3.1%	-8
O=C(OC1CCCCC1=O)c1cc(=O)c2ccccc2o1 (stereo unspecified)	0.7%	/
COc1ccc(N(CC(=O)Nc2ccc(S(=O)(=O)N3CCOCC3)cc2)S(=O)(=O)c2ccc(F)cc2)cc1	1.1%	/
CC(=O)C1=C(O)CC(c2ccccc2)CC1=NCCc1c(C)[nH]c2ccc(C)cc12 (stereo unspecified)	-8.5%	/
CN(C)c1nc(C(N)=O)nc(N2CCOCC2)n1	0.9%	-6
CS/C(=N\S(=O)(=O)c1ccccc1)c1ccccc1	4.0%	-12
CC(=O)N(C)/C=C1\Sc2ccccc2C1=O	/	7
COc1ccc(-n2c(Cc3cccn3C)nnc2SCC(=O)NCC2CCCO2)cc1 (stereo unspecified)	8.2%	-11
COCC1CCCN(Cc2cn[nH]c2-c2cc3ccccc3o2)C1 (stereo unspecified)	0.3%	-12
CC1(c2ccccn2)Nc2ccccc2-c2nc3ccccc3n21 (stereo unspecified)	-0.1%	-9
COc1ccc(C=C(c2nc3ccccc3s2)c2nc3ccccc3s2)cc1O	1.3%	-9
CC(C)(C)N=C1C([N+](=O)[O-])=CC=C2C1=NC1(CCCCC1)N2O	-1.8%	/
Cn1cc([N+](=O)[O-])c(C(=O)N/N=C/c2ccc([N+](=O)[O-])cc2)n1	-4.3%	2
Cc1cc(C)c(C#N)c(SCCS(=O)(=O)Cc2ccccc2)n1	-1.5%	2
CN1CCN(C(=O)c2ccccc2NC(=O)C(C)(C)C)CC1	1.1%	/
Cc1ccc2c(c1)c(Sc1ccccc1)c(CC(=O)O)n2C	2.9%	4
NS(=O)(=O)c1ccc(N=Cc2c(O)c3ccccc3oc2=O)cc1	-4.6%	2
CCc1ccc(NS(=O)(=O)c2ccc(OC)c(C)c2)cc1	-5.0%	/
C=CCNC(=O)CCNS(=O)(=O)c1ccc(Br)cc1	2.0%	-9

One compound at a time (already shown). Order of values: M. tuberculosis GlmU | RmlCD inh 1536
NC1=NC[C@@H](Cc2ccc(O)cc2)N1CCc1cccc(F)c1 across the screens: 1.7% | -8
OC1(c2ccc(Cl)cc2)CCN(Cc2cn[nH]c2-c2ccc(F)cc2)CC1 across the screens: -4.3% | 2

Next section
SMILES	M. tuberculosis GlmU	RmlCD inh 1536
COc1ccc(C(=O)C2CCCN(C(=O)c3cc(C(C)C)no3)C2)cc1F (stereo unspecified)	-5.0%	/
O=C(CSc1ccccc1C(=O)O)c1ccc([N+](=O)[O-])cc1	-2.4%	/
COc1ccc2nc(SCc3cccnc3)c(C#N)cc2c1	0.5%	-1
CN1CCN(C(=O)C2=C[C@@H](C3CCCCC3)C[C@@H](OCc3ccc(CO)cc3)O2)CC1	0.7%	/
Cc1cc(C)c(C)c(S(=O)(=O)N2CCN(CC(=O)Nc3sccc3C#N)CC2)c1C	1.4%	4
O=C(CNc1ccccc1)N/N=C/c1c[nH]c2ccccc12	0.1%	-9
CCc1cccc(CC)c1NC(=O)Cn1c(-c2ccccc2Cl)nc2ccccc21	1.2%	/
Cn1c(SCC(=O)Nc2ccc(N3CCOCC3)c(Cl)c2)nnc1-c1ccccc1	0.9%	/
CCCCC#Cc1ccccc1CC(=O)Nc1ccccc1	6.2%	/
COc1ccccc1NCC(=O)N/N=C(\C)c1cccs1	0.1%	1
FC(F)(F)Oc1ccc(NC(=S)Nc2ccccc2N2CCOCC2)cc1	0.0%	14
CCCCC(CC(O)COCCC)C(=O)NN (stereo unspecified)	2.7%	-1
CCOC(=O)c1cc(C)sc1/N=C/C1C(=O)CCCC1=O	1.2%	-11
Cc1ccc(/C=N/N2CCN(c3ccncc3S(=O)(=O)N3CCCCC3)CC2)cc1	-3.3%	-2
Cc1ccc(-c2cc([C@H]3[C@H]4C=CC[C@@H](C)[C@@H]4C(=O)N3Cc3ccccc3)ccc2F)cc1	-0.3%	/
O=[N+]([O-])c1ccc(-c2csc(NN=C3CCCC3)n2)cc1	7.0%	-7
Cc1ccc(-n2nc(-c3ccc(OC(F)(F)F)cc3)cc2N)cc1C	-4.3%	-3
c1ccc2c(c1)c1ccccc1n2CN1CCOCC1	-0.1%	/
O=c1sc2ccccc2n1Cc1ccccc1	-3.3%	9
COc1ccc(/C=N/NC(=O)c2cc(-c3cccn3C)n[nH]2)cc1OC	1.6%	5
CN1CCN(C(=O)c2ccc(Cl)c(S(=O)(=O)N3CCCCC3)c2)CC1	1.5%	9
COc1ccc([N+](=O)[O-])cc1NC(=O)CCC(=O)c1cccs1	3.8%	0
Cc1cccc(NC(=O)CCCN2C(=S)NC(C)(C)CC2C)c1C (stereo unspecified)	1.3%	9
O=C(/C(=N\O)n1cncn1)c1ccc(Cl)cc1Cl	-5.2%	-2
COC(=O)c1cc(Cl)c(NC(=O)c2ccc(C(C)(C)C)cc2)cc1OC	3.9%	8
CN(C)CCC#CC(O)(c1ccccc1)c1ccccc1	1.5%	/
COC(=O)c1cccc(Cn2c(Cl)c(/C=N/NC(=O)c3ccccc3Cl)sc2=O)c1	-1.5%	-1
CN(c1ccccc1)S(=O)(=O)c1ccc(C(=O)Nc2nccs2)cc1	4.4%	/
C/C(=N\NC(=O)C(N)=O)c1ccc2c(c1)OCCO2	0.4%	/
CCCCN1CNC(=S)N(CCc2ccccc2)C1	0.6%	/
CCOP(=O)(O)c1ccccc1OCCCCCOc1ccccc1P(=O)(O)OCC	-0.5%	48
O=C(OCc1nc2ccccc2s1)C1CCN(S(=O)(=O)c2cccs2)CC1	3.4%	5
O=C(COC(=O)c1cc(Cl)nc2ccccc12)c1ccc(Cl)cc1	0.2%	9
O=C(Cc1ccc(F)cc1)Oc1ccc(C(=S)N2CCCC2)cc1	0.8%	/
Cc1ccc(S(=O)(=O)N/N=C/c2ccc(OCC(=O)NC(C)C)cc2)cc1	2.6%	/
COc1ccc(/C=C/C(=O)NC(=S)NNC(=O)c2cc(OC)c(OC)c(OC)c2)cc1OC	0.8%	1
Oc1[nH]c(=S)sc1/C=C1\C(c2ccccc2)=Nc2ccccc21	0.6%	12
CC(C)N1CCN(Cc2cccs2)CC1CCO (stereo unspecified)	-5.8%	7
CCOC(=O)c1sc2cc([N+](=O)[O-])cc(SCCO)c2c1N	-1.8%	2
C/C(=N\N1CCCCCC1)c1c(O)n(-c2ccc(C)cc2)c(=O)[nH]c1=O	1.4%	/
CCOC(=O)c1ccc(NC(=O)C2(c3ccccc3)CCOCC2)cc1	-9.2%	/
Clc1ncccc1-c1nnn(-c2ccccc2Br)n1	2.8%	/
Cc1ccc(CN2C(=O)CCC2C(=O)NCc2ccc(F)cc2)cc1 (stereo unspecified)	-3.0%	9
O=c1c2cccnc2[nH]c(=S)n1Cc1ccccc1	-9.1%	11
CCOC(=O)c1ccc(-c2ccc(/C=C(\C#N)C(=O)NCC3CCCO3)o2)cc1 (stereo unspecified)	0.1%	/
CSc1nc2nc(-c3ccc(F)cc3)c(CCN3CCN(C)CC3)cn2n1	-1.2%	/
O=C(O)Cc1ccc(OCc2ccc(Cl)nc2)cc1	1.0%	-4
CCSc1nc2ccccc2n1S(=O)(=O)c1ccccc1	1.9%	-9
COc1ccc(CN2CCn3nc(C(=O)NC4CC4)cc3C2=O)cc1	3.1%	-2
O=C(CC12CC3CC(CC(C3)C1)C2)Nc1ccc2c(c1)COC2=O	-3.7%	26
CC1C/C(=N\NC(N)=S)c2cc(Cl)ccc2S1 (stereo unspecified)	0.0%	-9
O=C(O)Cn1c(SCCOc2ccccc2)nc2ccccc21	-1.1%	-13
O=C(NCc1ccco1)c1cc(-c2ccc(Cl)cc2)on1	11%	10
O=C(Cc1ccc(Cl)cc1)OCc1nnc(-c2ccccc2)o1	-3.1%	6
CCCCN(CC)S(=O)(=O)N1CCC(C(=O)NCc2ccc(F)cc2)CC1	-3.7%	16
COC(=O)Cc1ccc(Oc2ncc(C(F)(F)F)cc2Cl)cc1	-4.0%	-9
CCCS(=O)(=O)N1CCC(C(=O)c2cccc(C(F)(F)F)c2)CC1	2.9%	13
COc1ccc(C(=O)CC2SC(N)=NC2=O)cc1 (stereo unspecified)	2.4%	/
O=C(CSc1nc2c(c(=O)n1-c1ccc(F)cc1)SCC2)Nc1ccc2c(c1)OCO2	1.1%	/
CCOC(=O)c1c(NC(=O)c2cccnc2)sc(C(C)=O)c1C	-2.7%	-13
CCCCc1ccc(S(=O)(=O)NCCc2ccncc2)cc1	1.8%	-2

Screening results (PubChem BioAssay)

A portion of the library; rates above refer to the full screens.
